Bioassay records (PubChem BioAssay)
NSD2 HMT inh: NSD2 (human) methyltransferase inhibition | AID 743445 | NSD2 peptide methylation, AlphaScreen, 120 min | hit rate 0.54% among 310,000 | inhibition, % at 12.5 µM; in the data active = inhibition above about 50%
PvdQ inh: blocks Pseudomonas aeruginosa PvdQ acylase activity; purified PvdQ acylase, fluorescence plate reader; inhibition, % at 10 µM; hit rate 0.063% among 340,000; in the data active = inhibition above about 30%, passing the limit was not always enough; inconclusive = no clear call, values can overlap the other calls;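 note: 0% = vehicle neutral wells and 100% = reference inhibitor wells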
C-LANA FP: KSHV C-LANA DNA binding inhibition. MBP-C-LANA/FAM-LBS DNA binding, fluorescence polarization. inhibition, % at 9 µM. hit rate 0.078% among 340,000;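 active = highest replicate inhibition at or above 60% at 9 µM, even if other replicates fall short; inactive = all replicates below 60% inhibition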;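 note: 0% = neutral control wells and 100% = 4 µM acridine orange control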
Rtt109 HAT inh: C. albicans Rtt109 histone acetyltransferase inhibition; hit rate 0.16% among 330,000; purified Rtt109/Vps75, ThioGlo CoA-SH fluorescence, 4 h; AID 540336; inhibition, % at 34.9 µM; Q5AAJ8;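 active = inhibition of at least 50% in every replicate; inconclusive = best replicate reaches 50% inhibition but some replicates fall short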
Keap1-Nrf2 PPI: disrupts human Keap1 binding to Nrf2 peptide; Q14145; inhibition, % at 9.4 µM; hit rate 0.15% among 340,000; Keap1 Kelch-Nrf2 peptide fluorescence polarization, 1536-well; in the data active = inhibition above about 12%; inconclusive = no clear call, values can overlap the other calls; inactive = below about 7.3%;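 note: human Keap1 Kelch domain with fluorescein labeled Nrf2 9mer peptide probe; 0% = neutral control wells and 100% = peptide positive control; higher means more block of Keap1 binding to Nrf2 peptide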
Mot1-301 SUMO: SUMOylation pathway inhibition by Mot1-301 growth rescue; S. cerevisiae Mot1-301 growth rescue, ATP luminescence, 38.5C; percent above DMSO median, 100 means doubled; growth rescue, % at 18.8 µM; hit rate 1% among 320,000;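 active = every valid replicate shows activation above 250% relative to neutral control wells; inactive = the rest, any valid replicate at or below 250%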;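 note: OY570 slx delta 5 strain wells were the positive control but not used for scaling; some compounds called inactive have numbers as strong as hits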
Cardiac RTF inh: cardiac RTF calcium desensitization. IANBD-labeled cardiac RTF, Ca2+ fluorescence. inhibition, % at 7.15 µM. hit rate 0.12% among 340,000. AID 493244;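 active = inhibition above the mean inhibition of all tested compounds plus 3 SD, cut at about 17% in these data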;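 note: assay run at fixed EC70 calcium of 1.6 mM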
dFosB activator: mouse delta FosB homodimer activation | purified delta FosB, TAMRA-CDK5 oligo fluorescence polarization; percent of positive-control signal above neutral wells | activation, % at 25 µM | hit rate 0.99% among 340,000 | AID 493131;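 active = mean activation above about 17%, with every replicate also reaching it, limit read from the data, passing the limit was not always enough; inconclusive = only one of the two conditions met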;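 note: fluorescence polarization rise as delta FosB binds a TAMRA Cdk5 AP-1 oligo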
Target sequence (P13346 whole entry, looked up): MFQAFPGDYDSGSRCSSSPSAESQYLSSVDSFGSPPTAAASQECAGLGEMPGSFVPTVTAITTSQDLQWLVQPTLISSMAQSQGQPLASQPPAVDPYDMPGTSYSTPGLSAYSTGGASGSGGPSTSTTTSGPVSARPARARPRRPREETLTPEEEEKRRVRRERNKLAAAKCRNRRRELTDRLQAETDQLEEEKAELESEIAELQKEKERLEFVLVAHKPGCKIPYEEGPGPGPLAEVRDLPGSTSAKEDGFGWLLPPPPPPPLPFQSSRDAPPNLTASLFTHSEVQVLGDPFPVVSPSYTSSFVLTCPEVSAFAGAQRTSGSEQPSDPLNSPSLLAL
PfHsp90 set2: growth inhibition of yeast expressing Plasmodium Hsp90; S. cerevisiae expressing PfHsp90, BacTiter-Glo ATP, 48 h; yeast lacking PDR1 and PDR3 efflux regulators; inhibition, % at 9.4 µM; hit rate 0.32% among 310,000; AID 504621;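 active = every replicate shows inhibition above about 80%, whatever the replicate mean, limit read from the data; inconclusive = mean inhibition reaches the set limit but some replicate falls short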;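 note: 0% = DMSO neutral controls and 100% = 20 µM radicicol positive controls; yeast relying on Plasmodium falciparum Hsp90 in place of its own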
CDK5 inh: blocks human CDK5/p35 kinase activity. Q00535+Q15078. Recombinant CDK5/p35, ADP-Glo luminescence, 60 min. inhibition, % at 10 µM. hit rate 0.01% among 330,000. AID 488839;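 active = highest replicate inhibition of at least 50% and at least 75% of replicates reaching 50%; inconclusive = only one of the two criteria met; inactive = both criteria failed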;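 note: plate controls were DMSO neutral control for no effect and GW8510 at 10 µM for full effect; many of its hits are not listed in these tables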
Target sequence (Q00535 whole entry, looked up): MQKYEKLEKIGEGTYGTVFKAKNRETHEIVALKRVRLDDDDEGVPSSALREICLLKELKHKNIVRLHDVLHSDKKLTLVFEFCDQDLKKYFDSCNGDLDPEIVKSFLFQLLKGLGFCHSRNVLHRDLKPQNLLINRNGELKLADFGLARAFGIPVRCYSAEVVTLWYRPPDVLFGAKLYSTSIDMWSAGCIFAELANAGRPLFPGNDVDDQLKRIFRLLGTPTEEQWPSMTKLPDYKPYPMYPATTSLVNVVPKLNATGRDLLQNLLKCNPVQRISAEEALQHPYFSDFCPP
Target sequence (Q15078 whole entry, looked up): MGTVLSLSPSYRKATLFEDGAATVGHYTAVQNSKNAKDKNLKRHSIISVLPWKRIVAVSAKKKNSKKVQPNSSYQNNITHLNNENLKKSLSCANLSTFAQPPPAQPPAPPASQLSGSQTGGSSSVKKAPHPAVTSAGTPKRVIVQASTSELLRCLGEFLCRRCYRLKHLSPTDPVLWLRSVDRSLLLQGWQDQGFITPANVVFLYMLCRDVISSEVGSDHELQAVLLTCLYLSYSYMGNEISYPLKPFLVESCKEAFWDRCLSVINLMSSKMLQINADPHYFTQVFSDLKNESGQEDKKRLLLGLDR
RTF Ca sens act: cardiac RTF calcium sensitization; P19429+P45379; IANBD-labeled TnC RTF fluorescence at EC20 calcium; 0% EC20 calcium, 100% full calcium; activation, % at 7.2 µM; hit rate 0.24% among 340,000;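 active = activation above the mean over all tested compounds plus 3 SD, cut at about 30% in these data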;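 note: rise in fluorescence read as greater calcium sensitivity of cardiac thin filaments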
* marks the source's active call; other numbers are inactive results; & = joins results of further samples.

Results for Clc1ccc(C2=CSC3=Nc4cccc5cccc(c45)N23)cc1 ?
NSD2 HMT inh: 125*; PvdQ inh: -6; C-LANA FP: 0.2; Rtt109 HAT inh: 2; Keap1-Nrf2 PPI: -1; Mot1-301 SUMO: -5; Cardiac RTF inh: -3; dFosB activator: -4; PfHsp90 set2: 14; CDK5 inh: -0.9; RTF Ca sens act: -8

How did O=C(NCCCO)C(=O)NCc1ccccn1 do in these assays?
NSD2 HMT inh: -2; PvdQ inh: -8; C-LANA FP: 1.1; Rtt109 HAT inh: 3; Keap1-Nrf2 PPI: -6; Mot1-301 SUMO: 2; Cardiac RTF inh: -16; dFosB activator: 6; PfHsp90 set2: 12; CDK5 inh: -0.1; RTF Ca sens act: 11

What do the screens show for `N=C(N)SCc1nc2ccccc2c(=O)n1-c1ccccc1Cl`?
NSD2 HMT inh: 11; PvdQ inh: -2; C-LANA FP: 0.7; Rtt109 HAT inh: 6; Keap1-Nrf2 PPI: -1; Mot1-301 SUMO: -4; Cardiac RTF inh: -11; dFosB activator: -2; PfHsp90 set2: -7; CDK5 inh: 2.0; RTF Ca sens act: -1

Results for O=C(NCCc1ccc(C(F)(F)F)cc1)C1COc2ccccc2O1 (configuration not stated) ?
NSD2 HMT inh: -4; PvdQ inh: -15; C-LANA FP: -0.6; Rtt109 HAT inh: 1; Keap1-Nrf2 PPI: -1; Mot1-301 SUMO: -4; Cardiac RTF inh: -5; dFosB activator: -6; PfHsp90 set2: -29; CDK5 inh: -0.1; RTF Ca sens act: -1

How did Cc1cc2nc3n(c2cc1C)CC1CC(C(=O)NCc2cccc(C(F)(F)F)c2)N(C)C31 (configuration not stated) do in these assays?
PvdQ inh: -13; C-LANA FP: -4.9; Rtt109 HAT inh: -4; Keap1-Nrf2 PPI: -16; Mot1-301 SUMO: -7; Cardiac RTF inh: 11; dFosB activator: -3; PfHsp90 set2: -19; CDK5 inh: 2.6; RTF Ca sens act: 0

Results for Cc1ccc(N2CC(C(=O)NNC(=O)c3ccc(F)cc3)CC2=O)cc1 (configuration not stated) ?
NSD2 HMT inh: 0; PvdQ inh: -24; C-LANA FP: -1.1; Rtt109 HAT inh: 3; Keap1-Nrf2 PPI: -3; Mot1-301 SUMO: 6; Cardiac RTF inh: 3; dFosB activator: 6; PfHsp90 set2: -6; CDK5 inh: -7.3; RTF Ca sens act: 0

How did COc1ccc(-c2nnnn2C(C)C)cc1S(=O)(=O)Nc1ccccc1 do in these assays?
NSD2 HMT inh: 17; PvdQ inh: -6; C-LANA FP: 2.1; Rtt109 HAT inh: -8; Keap1-Nrf2 PPI: 4; Mot1-301 SUMO: 19; Cardiac RTF inh: -1; dFosB activator: -2; PfHsp90 set2: 3; CDK5 inh: -2.7; RTF Ca sens act: 5

How did O=C(/C=C/c1ccc(S(=O)(=O)N2CCOCC2)cc1)Nc1cc(F)ccc1F do in these assays?
NSD2 HMT inh: 0; PvdQ inh: 2; C-LANA FP: 0.8; Rtt109 HAT inh: -6; Keap1-Nrf2 PPI: -4; Mot1-301 SUMO: -4; Cardiac RTF inh: 8; dFosB activator: 2; PfHsp90 set2: -2; CDK5 inh: 0.3; RTF Ca sens act: -6

How did Cc1ccc(S(=O)(=O)N2CCOCC2)cc1NC(=O)COC(=O)c1cccc(Cl)c1Cl do in these assays?
NSD2 HMT inh: -6; PvdQ inh: -4; C-LANA FP: 2.4; Rtt109 HAT inh: -2; Keap1-Nrf2 PPI: -5; Cardiac RTF inh: -11; dFosB activator: -9; PfHsp90 set2: 30; CDK5 inh: -1.0; RTF Ca sens act: -3

Results for Cc1cc(C)c2c(n1)nn1c(C)c(CCC(=O)NCc3ccco3)c(C)nc21 ?
PvdQ inh: -1; C-LANA FP: 1.1; Rtt109 HAT inh: -6; Keap1-Nrf2 PPI: -10; Mot1-301 SUMO: 4; Cardiac RTF inh: -10; dFosB activator: -19; PfHsp90 set2: 11; CDK5 inh: 2.2; RTF Ca sens act: 2

How did CCOc1cccc(N(C(=O)CNC(=O)c2ccco2)C(C(=O)NCC2CCCO2)c2ccccc2)c1 (configuration not stated) do in these assays?
NSD2 HMT inh: 0; PvdQ inh: 2; C-LANA FP: 0.5; Rtt109 HAT inh: -6; Keap1-Nrf2 PPI: 1; Mot1-301 SUMO: 3; Cardiac RTF inh: -3; dFosB activator: -10; PfHsp90 set2: -4; CDK5 inh: -0.1; RTF Ca sens act: 0

What do the screens show for `CC(C)(C)c1ccc(C2=NC(=O)C(CC(=O)O)S2)cc1` (configuration not stated)?
NSD2 HMT inh: 0; PvdQ inh: -13; C-LANA FP: -1.7; Rtt109 HAT inh: -8; Keap1-Nrf2 PPI: -15; Mot1-301 SUMO: 7; Cardiac RTF inh: -7; dFosB activator: -1; PfHsp90 set2: 1; CDK5 inh: 2.2; RTF Ca sens act: 2

What do the screens show for `O=C(NCCN1CCOCC1)c1cccc(Br)c1`?
NSD2 HMT inh: -1; PvdQ inh: -9; C-LANA FP: -0.7; Rtt109 HAT inh: -12; Keap1-Nrf2 PPI: -1; Mot1-301 SUMO: -12; Cardiac RTF inh: -2; dFosB activator: 3; PfHsp90 set2: -5; CDK5 inh: 1.5; RTF Ca sens act: -4

Results for Cc1ccc(C)c(N2CCN(C(=O)c3ccc(Cn4c(=O)[nH]c5ccccc5c4=O)cc3)CC2)c1 ?
NSD2 HMT inh: 5; PvdQ inh: -9; C-LANA FP: 0.1; Keap1-Nrf2 PPI: 5; Mot1-301 SUMO: -8; Cardiac RTF inh: -10; dFosB activator: -8; PfHsp90 set2: -55; CDK5 inh: -0.6; RTF Ca sens act: -2

Results for CCCCCC/C(C)=C1/SC(=S)NC1=O ?
NSD2 HMT inh: 9; PvdQ inh: 8; C-LANA FP: -2.4; Rtt109 HAT inh: inconclusive; Keap1-Nrf2 PPI: 2; Mot1-301 SUMO: -9; Cardiac RTF inh: -5; dFosB activator: -5; PfHsp90 set2: -37; CDK5 inh: 0.6; RTF Ca sens act: -17

How did CC(=O)Nc1ccc(/C=N/Nc2nc3ccccc3[nH]2)cc1 do in these assays?
NSD2 HMT inh: 2; PvdQ inh: -8; C-LANA FP: 0.5; Rtt109 HAT inh: 1; Keap1-Nrf2 PPI: 0; Mot1-301 SUMO: -6; Cardiac RTF inh: -8; dFosB activator: 11; PfHsp90 set2: -2; CDK5 inh: 0.9; RTF Ca sens act: -1

Results for Clc1ccccc1OCCn1nnc2ccccc21 ?
NSD2 HMT inh: -3; PvdQ inh: -10; C-LANA FP: 0.8; Rtt109 HAT inh: 9; Keap1-Nrf2 PPI: 6; Mot1-301 SUMO: 71; Cardiac RTF inh: 0; dFosB activator: -1; PfHsp90 set2: -18; CDK5 inh: -1.8; RTF Ca sens act: -2

Results for CC(=O)Oc1ccc(C23c4ccccc4C2(OC(C)=O)c2cc(OC(C)=O)ccc23)cc1 (configuration not stated) ?
NSD2 HMT inh: -6; PvdQ inh: -23; C-LANA FP: 0.3; Rtt109 HAT inh: -4; Keap1-Nrf2 PPI: -3; Cardiac RTF inh: -3; dFosB activator: -6; PfHsp90 set2: -25; CDK5 inh: -0.7; RTF Ca sens act: -4

What do the screens show for `O=C(NC1CCCCC1)C(=S)N1CCCC1`?
NSD2 HMT inh: -3; PvdQ inh: -8; C-LANA FP: -2.5; Rtt109 HAT inh: 12; Keap1-Nrf2 PPI: 1; Mot1-301 SUMO: 7; Cardiac RTF inh: -1; dFosB activator: 2; CDK5 inh: 1.6; RTF Ca sens act: 0

What do the screens show for `Cc1ccc(C2CC(=O)C(C=NCCN3CCN(CC(=O)Nc4cc(C)cc(C)c4)CC3)=C(O)C2)cc1` (configuration not stated)?
NSD2 HMT inh: -5; PvdQ inh: -5&12; C-LANA FP: 0.6; Rtt109 HAT inh: -5&11; Keap1-Nrf2 PPI: -3; Mot1-301 SUMO: 9; Cardiac RTF inh: 6; dFosB activator: -4; PfHsp90 set2: 9; CDK5 inh: 0.8; RTF Ca sens act: 0

Results for CCCCOC(=O)c1ccc(NC(=O)C(=O)NCCN(C)C)cc1 ?
PvdQ inh: -8; C-LANA FP: 0.2; Rtt109 HAT inh: -4; Keap1-Nrf2 PPI: 3; Mot1-301 SUMO: 62; Cardiac RTF inh: -17; dFosB activator: -6; PfHsp90 set2: -3; CDK5 inh: 1.2; RTF Ca sens act: -4

How did CCCCNC(=O)C1CCCNC1=O (configuration not stated) do in these assays?
NSD2 HMT inh: -2; PvdQ inh: 2; C-LANA FP: -0.7; Keap1-Nrf2 PPI: -2; Mot1-301 SUMO: 10; Cardiac RTF inh: 4; dFosB activator: -4; CDK5 inh: 9.8; RTF Ca sens act: 0

What do the screens show for `N#Cc1ccc(/C=C/C(=O)c2ccc3c(c2)OCO3)cc1`?
NSD2 HMT inh: 1; PvdQ inh: -6; C-LANA FP: 1.3; Rtt109 HAT inh: -11; Keap1-Nrf2 PPI: -2; Mot1-301 SUMO: 68; Cardiac RTF inh: -3; dFosB activator: -9; PfHsp90 set2: -20; CDK5 inh: 1.4; RTF Ca sens act: 5

Results for COC(=O)C(O)(CC(=O)Nc1ccc(C)c(F)c1)C(F)(F)F (configuration not stated) ?
NSD2 HMT inh: -1; PvdQ inh: -7; C-LANA FP: 1.1; Rtt109 HAT inh: -1; Keap1-Nrf2 PPI: 3; Mot1-301 SUMO: -6; Cardiac RTF inh: -1; dFosB activator: 7; PfHsp90 set2: 14; CDK5 inh: -0.4; RTF Ca sens act: 3

Results for CC(Cc1cccs1)NC(=O)CCCn1nnnc1CN1CCOCC1 (configuration not stated) ?
NSD2 HMT inh: 3; PvdQ inh: -10; C-LANA FP: 2.4; Rtt109 HAT inh: 6; Keap1-Nrf2 PPI: 0; Mot1-301 SUMO: -9; Cardiac RTF inh: -1; dFosB activator: 4; PfHsp90 set2: 20; CDK5 inh: 0.0; RTF Ca sens act: 3

How did COc1ccccc1Cn1c(=S)[nH]c2cc(C(=O)N3CCCC3)ccc2c1=O do in these assays?
NSD2 HMT inh: 0; PvdQ inh: 6; C-LANA FP: -3.2; Rtt109 HAT inh: 23; Keap1-Nrf2 PPI: -2; Mot1-301 SUMO: -3; Cardiac RTF inh: 5; dFosB activator: 1; PfHsp90 set2: -21; CDK5 inh: 0.9; RTF Ca sens act: -9

Results for CCOC(=O)c1ccc(NC(=O)CN2C(=O)C(=O)N(CC(C)C)C2=O)cc1 ?
NSD2 HMT inh: -1; PvdQ inh: -5; C-LANA FP: 0.0; Rtt109 HAT inh: 0; Keap1-Nrf2 PPI: -2; Mot1-301 SUMO: -5; Cardiac RTF inh: -7; dFosB activator: -14; PfHsp90 set2: 22; CDK5 inh: -2.3; RTF Ca sens act: 1
